HKDC1 inh: HKDC1 (human) hexokinase inhibition | recombinant HKDC1, G6PDH/diaphorase resazurin coupled fluorescence | inhibition, % at 20 µM | 340,000 compounds, 0.16% hits;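 active = inhibition above about 35% when tested at 20 µM, limit read from the data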;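 also: plate controls were DMSO wells with enzyme for no effect and DMSO wells lacking enzyme for full effect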
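Assay system: recombinant HKDC1 hexokinase; detection: coupled resazurin fluorescence, excitation 525 nm, emission 613 nm; benchmarks: DMSO-plus-enzyme-mix negative control, buffer-substituted positive control; compound dosing: single 20 µM dose; schedule: 90 min at room temperature in dark; also added: glucose plus 1 mM ATP as hexokinase substrates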
SENP6 inh: inhibitors of human SENP6 protease; 330,000 compounds, 1.8% hits; Recombinant SENP6 catalytic domain, aminoluciferin luminescence; AID 2599; Q9GZR1; inhibition, % at 10 µM;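 active = inhibition above about 50% at the single tested dose, limit read from the data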;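 also: plate controls were DMSO wells with enzyme for no effect and DMSO wells lacking enzyme for full effect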
SENP8 block-1: SENP8 (human) protease inhibition. AID 602440. Q96LD8. inhibition, % at 20 µM. 360,000 compounds, 0.64% hits. recombinant SENP8, Nedd8 substrate fluorescence; in the data active = inhibition mostly above about 40%, no sharp cut-off; inactive = mostly below about 27%
SENP1 inh: SENP1 (human) catalytic domain inhibition; Q9P0U3; recombinant SENP1 catalytic domain, CyPet-SUMO1-YPet FRET cleavage; inhibition, % at 10 µM; 360,000 compounds, 0.21% hits;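 active = inhibition at least 30% at 10 µM, raw YFP signal under a set limit, fluorescence ratio 0.5 to 1.5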;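 also: 0% = enzyme with DMSO and 100% = no enzyme wells; some results filed as inactive read as strong as hits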
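System: Recombinant human SENP1 catalytic domain, His6-tagged | Incubation: Enzyme reaction for 50 min at room temperature, dark | Medium: Tris pH 8 with BME, BSA, NP40 and catalase | Also added: 25 nM SUMO1 FRET substrate | Compound: 10 µM single point, 0.5% DMSO | Measured by: FRET fluorescence in CFP and YFP emission channels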
SENP8 block-2: SENP8 protease inhibition; AID 2540; purified SENP8, Z-RLRGG-aminoluciferin cleavage, luminescence; inhibition, % at 10 µM; Q96LD8; 330,000 compounds, 1.2% hits; in the data active = inhibition above about 50%
Apaf-1 inh: blocks human Apaf-1 apoptosome activity | inhibition, % at 20 µM | 330,000 compounds, 0.71% hits | O14727 | reconstituted apoptosome caspase-3 activity, DEVD-Rh110 fluorescence; active = inhibition of at least 40% at 20 µM;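 also: plate controls were DMSO wells for no effect and DEVD-CHO caspase inhibitor wells for full effect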
Target sequence (O14727 whole entry, looked up): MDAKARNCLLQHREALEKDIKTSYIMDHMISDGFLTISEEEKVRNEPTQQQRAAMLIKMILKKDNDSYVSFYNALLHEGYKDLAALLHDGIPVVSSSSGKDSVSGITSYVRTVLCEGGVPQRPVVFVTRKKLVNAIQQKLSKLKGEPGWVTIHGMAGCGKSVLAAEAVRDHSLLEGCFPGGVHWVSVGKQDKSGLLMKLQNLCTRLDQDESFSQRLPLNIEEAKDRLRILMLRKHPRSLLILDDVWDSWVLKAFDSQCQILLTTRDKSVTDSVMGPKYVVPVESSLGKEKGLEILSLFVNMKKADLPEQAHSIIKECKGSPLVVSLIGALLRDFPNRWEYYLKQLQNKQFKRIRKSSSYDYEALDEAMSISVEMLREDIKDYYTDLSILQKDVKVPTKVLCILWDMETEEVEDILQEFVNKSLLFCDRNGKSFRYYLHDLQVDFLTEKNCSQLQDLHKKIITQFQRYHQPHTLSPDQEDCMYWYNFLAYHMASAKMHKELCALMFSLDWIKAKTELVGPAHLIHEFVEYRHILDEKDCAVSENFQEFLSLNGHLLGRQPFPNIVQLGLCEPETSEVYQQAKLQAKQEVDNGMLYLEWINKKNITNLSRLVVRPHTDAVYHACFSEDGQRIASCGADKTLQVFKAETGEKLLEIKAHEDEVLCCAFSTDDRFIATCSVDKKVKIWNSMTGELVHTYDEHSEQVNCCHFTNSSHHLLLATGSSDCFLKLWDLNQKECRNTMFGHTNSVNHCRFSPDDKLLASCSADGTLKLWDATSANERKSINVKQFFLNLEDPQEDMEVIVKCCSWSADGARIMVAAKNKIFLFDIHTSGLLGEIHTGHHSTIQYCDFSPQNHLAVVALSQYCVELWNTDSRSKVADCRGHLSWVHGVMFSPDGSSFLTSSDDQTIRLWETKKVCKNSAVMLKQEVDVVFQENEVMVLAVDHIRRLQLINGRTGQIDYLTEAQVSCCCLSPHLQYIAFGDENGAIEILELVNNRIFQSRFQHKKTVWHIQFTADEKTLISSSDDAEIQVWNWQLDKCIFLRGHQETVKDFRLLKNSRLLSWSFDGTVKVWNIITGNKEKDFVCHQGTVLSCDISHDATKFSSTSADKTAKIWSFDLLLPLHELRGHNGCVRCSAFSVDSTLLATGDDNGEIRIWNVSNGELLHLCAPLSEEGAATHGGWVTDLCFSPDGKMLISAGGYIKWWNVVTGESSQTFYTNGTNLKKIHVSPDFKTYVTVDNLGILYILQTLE
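System: Apoptosome proteins | Medium: Hepes pH 7.5 with detergent and BSA | Also added: Cytochrome c trigger plus (Z-DEVD)2-Rh110 caspase-3 substrate | Incubation: 30 min compound preincubation, 50 min activation, room temperature | Detection: Rhodamine 110 fluorescence at Ex 480/Em 540 nm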
SENP7 block: blocks the human protease SENP7 | recombinant SENP7, Z-RLRGG-aminoluciferin luminescence, 40 min | inhibition, % at 5 µM | 330,000 compounds, 1.5% hits | AID 434973;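 active = inhibition above about 50% at the single test dose, limit read from the data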;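 also: plate controls were DMSO with enzyme for no effect and no enzyme buffer wells for full effect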
PfG6PD inh: PfG6PD (Plasmodium falciparum) enzyme inhibition. 350,000 compounds, 0.78% hits. PfGluPho enzyme, NADPH resazurin-diaphorase fluorescence. AID 504690. inhibition, % at 20 µM;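 active = inhibition reaching at least a set limit at 20 µM in the primary screen, cut at about 59% in these data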;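 also: 0% = DMSO wells with substrate and 100% = DMSO wells lacking glucose-6-phosphate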
Numbers without * were called inactive; i = inactive; · = not tested or not shown. This is a random part of the collection. Share with any hit: about 3.6%.

Start of the listing, in advance (three entries):
SMILES	HKDC1 inh	SENP6 inh	SENP8 block-1	SENP1 inh	SENP8 block-2	Apaf-1 inh	SENP7 block	PfG6PD inh
Cc1ccc2c(c1)c1c3n2CCCNC3CCC1 (stereo not drawn)	-5	10	-17	2	-1	11	4	2
CC(C)OC(=O)CSc1nc(C(C)C)nc2ccccc12	0	12	3	3	9	-4	-2	11
CC(=O)NN1C(=O)/C(=C/c2ccc(Br)o2)SC1=S	-6	-1	44*	43*	-6	-4	-6	13

This part in full (from the top)
SMILES	HKDC1 inh	SENP6 inh	SENP8 block-1	SENP1 inh	SENP8 block-2	Apaf-1 inh	SENP7 block	PfG6PD inh
Cc1ccc2c(c1)c1c3n2CCCNC3CCC1 (stereo not drawn)	-5	10	-17	2	-1	11	4	2
CC(C)OC(=O)CSc1nc(C(C)C)nc2ccccc12	0	12	3	3	9	-4	-2	11
CC(=O)NN1C(=O)/C(=C/c2ccc(Br)o2)SC1=S	-6	-1	44*	43*	-6	-4	-6	13
COc1cc(NC(=O)c2cc(-c3ccco3)on2)c(OC)cc1Cl	-4	-15	-289	-1	1	-21	4	-6
Nc1nc(NC(=O)/C=C\C(=O)O)nn1-c1ccccc1	9	4	-4	-7	1	-5	-5	-6
C/C(O)=C(/C=NCC(=O)O)C(=O)Nc1nccs1	-12	0	1	-5	1	-17	-2	25
COCCNC(=O)Cn1nc(-c2ccc(C)cc2)c2ccccc2c1=O	-2	17	7	2	11	-2	6	-4
O=C(CN1C(=O)C2CC=CCC2C1=O)Nc1cc(C(F)(F)F)ccc1N1CCCC1 (stereo not drawn)	28	9	4	-1	-8	6	2	1
CC(C)(C)OC(=O)C[C@@H]1C/C=C\C[C@H](CC(=O)NCCO)C(=O)NC[C@H](c2ccccc2)OC1=O	-4	-7	-2	1	-4	3	11	4
O=C(NCCCn1ccnc1)c1ccccc1F	-4	14	23	1	-9	-3	-3	8
CCN(C(=O)CN1C(=O)COc2ccc(S(=O)(=O)N3CCCCCC3)cc21)c1cccc(C)c1	2	-3	12	1	4	17	1	10
CN1CCN(C(=O)c2cc(-c3cccc(Cl)c3)on2)CC1	-8	-22	2	2	-4	-10	-9	-2
Cc1ccc(C)c(S(=O)(=O)Nc2cc(SCC(=O)O)c(O)c3ccccc23)c1	63*	·	-17	3	·	·	·	104*
Cc1sc2ncnc(N3CCN(S(=O)(=O)c4ccc(F)cc4)CC3)c2c1C	0	0	0	-2	-5	18	2	-1
CCOc1ccc(CCNC(=O)C2CCN(c3nnc(-n4cccc4)s3)CC2)cc1OCC	1	3	26	-2	0	19	10	-12
COC(=O)c1nn(-c2ccc(C)cc2)c2nnc(Cc3ccccc3)c(=O)n12	-1	-14	5	1	-17	-1	-9	-3
CC(=O)c1c(-c2ccc(C)cc2)nc2c3ccccc3ccn12	-1	-8	-28	1	1	17	-2	11
Cc1ccc(CNC(=O)C2CCN(S(=O)(=O)c3ccc4c(c3)CC(C)N4C(=O)C3CCC3)CC2)o1 (stereo not drawn)	-2	-5	3	-3	9	13	3	11
O=[N+]([O-])c1cc2oc3c(c2c(C=NCc2ccncc2)c1O)CCCC3	29	·	13	8	·	·	·	43
CC(=O)c1ccc(N2CCN(c3ccc4cc(S(=O)(=O)N5CCC(C)CC5)ccc4n3)CC2)cc1	6	9	-365	3	-2	5	4	-5
NC(=O)c1ccccc1OCC(=O)N1CCC(Cc2ccccc2)CC1	3	-10	4	1	5	-6	0	8
CCOC(=O)c1cccc2c(=O)c(C(=O)c3ccc(Cl)cc3)c(C(=O)OC)[nH]c12	-9	-5	0	-3	-6	5	1	-5
CC(C)(C)NC(=O)C(=O)NCc1ccncc1	-6	-5	14	2	-4	-14	6	-15
CC(C(=O)Nc1ccc(S(=O)(=O)N2CCOCC2)cc1)N(c1ccccc1)S(C)(=O)=O (stereo not drawn)	-3	-25	22	-1	-12	12	-4	-4
CCOC(=O)N1CCN(C(=O)c2ccc(CS(=O)Cc3ccc(C)cc3)o2)CC1 (stereo not drawn)	-4	20	7	2	6	-6	6	-20
Cc1ccc(C)c(C(=O)CSc2nnnn2C(C)C)c1	-2	-20	-3	0	-8	4	-3	0
CCOc1ccc(N(CC(=O)Nc2ccc(C)cc2)S(=O)(=O)c2c(C)noc2C)cc1	-4	-10	3	-2	2	1	12	24
CCN(CC)CCNC(=O)c1c(O)c2c([nH]c1=O)CCCC2	-13	-12	5	2	2	-34	4	-2
CCCC(=O)OCCn1c(Br)nc2c1c(=O)[nH]c(=O)n2C	1	-12	22	1	-7	0	-7	-11
CCn1cc(C(=O)O)c(=O)c2cc(F)c(N3CCN(C(=S)NC(=O)c4cccc(C)c4)CC3)cc21	-3	0	-383	1	-9	10	-6	13
CN(Cc1ccccc1)C(=O)c1ccc(NC(=O)Cc2ccc(NC(=O)C3CCCN(C(=O)c4ccccc4)C3)cc2)cc1 (stereo not drawn)	-7	·	-4	0	·	·	·	-3
CC=Cc1cc(OC)c2c(c1)C(C)C(c1ccc(O)c(OC)c1)O2 (stereo not drawn)	1	·	4	-1	·	·	·	21
O=C(COc1ccccc1)NCC(=O)N/N=C/C=C/c1ccccc1	-10	7	13	0	3	3	6	19
COc1cccc(OC)c1OC(=O)C1CC(=O)N(c2ccc3c(c2)OCCO3)C1 (stereo not drawn)	2	0	13	-1	-7	1	-1	6
C#CCNC(=O)C1=C[C@@H](C2CC2)C[C@@H](OCc2ccc(CO)cc2)O1	-2	-12	17	0	0	2	-9	9
CCN(CC)CC#CCC(O)(c1ccccc1)c1ccccc1	-8	1	12	0	-7	-9	5	1
COc1ccc(C(=O)NOCc2ccccc2)cc1	4	19	11	2	4	1	17	-7
CCN(CC)C(=O)/C(NC(=O)c1ccccc1)=C(/Sc1ncccn1)c1ccccc1	-11	-9	24	1	-8	-1	-6	-5
CSc1ccccc1C(=O)C1CCCN(C(=O)CCN2CCCO2)C1 (stereo not drawn)	-10	-6	2	-1	-4	0	1	-18
COC(=O)n1c(=O)oc2cc(S(=O)(=O)N3CCCCC3)ccc21	-1	-22	24	1	0	-4	0	-19

Some values from above:
`CN(Cc1ccccc1)C(=O)c1ccc(NC(=O)Cc2ccc(NC(=O)C3CCCN(C(=O)c4ccccc4)C3)cc2)cc1` (stereo not drawn) in PfG6PD inh reads -3
`CCN(CC)CC#CCC(O)(c1ccccc1)c1ccccc1` in SENP8 block-1 reads 12

Reprinted at random: 2 compounds from above.
SMILES	HKDC1 inh	SENP6 inh	SENP8 block-1	SENP1 inh	SENP8 block-2	Apaf-1 inh	SENP7 block	PfG6PD inh
CCN(C(=O)CN1C(=O)COc2ccc(S(=O)(=O)N3CCCCCC3)cc21)c1cccc(C)c1	2	-3	12	1	4	17	1	10
CCCC(=O)OCCn1c(Br)nc2c1c(=O)[nH]c(=O)n2C	1	-12	22	1	-7	0	-7	-11

Next part
SMILES	HKDC1 inh	SENP6 inh	SENP8 block-1	SENP1 inh	SENP8 block-2	Apaf-1 inh	SENP7 block	PfG6PD inh
CCOC(=O)N1CCN(C(=O)c2ccccc2N(C)S(C)(=O)=O)CC1	-6	11	17	1	6	0	-4	-4
CCOc1ccc(CNCCCSc2ncccn2)cc1OC	-5	-9	6	-1	-5	-8	1	17
CCC(c1nnc(SCC(=O)Nc2ccc(N3CCOCC3)cc2)n1Cc1ccccc1)N(C)C (stereo not drawn)	-4	-15	9	-1	6	10	-8	0
Nc1nccnc1C(=O)OCC(=O)NCCc1ccc(Cl)cc1	-3	-4	i	-30	-10	14	-2	-4
CC(=O)Nc1ccc(N/C=C/C(=O)c2ccc(Br)cc2)cc1	3	6	-44	-24	-10	12	2	-5
Cc1cccc(C)c1OCCCN1CCCC1	-6	-5	20	1	3	5	-1	-14
O=C(c1ccc([N+](=O)[O-])cc1)N1CCSC1c1ccc(Cl)cc1 (stereo not drawn)	-5	0	6	1	5	-2	-2	19
COc1ccc(C(=O)NCCNC(=O)c2cnccn2)cc1OC	-2	13	10	1	-3	6	2	0
CN(c1ccc(C(=O)O)cc1)S(=O)(=O)c1ccccc1	-11	7	10	1	-4	6	9	-8
Cc1ccc(-n2nc3ccc(NC(=S)NC(=O)/C=C/c4ccco4)cc3n2)cc1	11	34	-250	-19	13	9	2	-19
COCC(=O)N(C)c1nnc(-c2ccccn2)s1	0	-3	-119	2	9	16	5	17
Cc1ccnc(NC(=S)N2CCN(c3cccc(C(F)(F)F)c3)CC2)c1	-2	-13	10	-2	6	22	4	53
O=C(Cc1ccc(Cl)cc1)N1CCc2ccccc2C1	-3	3	12	2	3	-5	-3	2
CCOC(=O)CCCc1ccc(/C(C)=N/NC(=S)NC)cc1	4	-11	17	2	-13	4	3	17
CC(C)(C)C1CCC(=NNC(=O)C2COc3ccccc3O2)CC1 (stereo not drawn)	-3	-18	13	3	0	-9	-4	10
O=C(NCc1cccnc1)C1CCC(CNS(=O)(=O)c2ccc(Cl)cc2)CC1 (stereo not drawn)	-8	2	13	3	11	-10	-2	13
CCOC(=O)CCNc1n[nH]c(=O)[nH]c1=O	-9	1	2	-1	-5	0	-3	-27
Cc1ccc(S(=O)(=O)Nc2ccccc2C(=O)NCC2CCCO2)cc1 (stereo not drawn)	-7	5	·	·	-9	1	-9	7
Cc1ccc2nc(C)c3c(c2c1)COC3	-8	-5	11	1	-10	-4	-5	6
Cc1cccc(N2C(=O)/C(=C/c3ccccn3)SC2=S)c1	-3	-9	17	2	0	-5	1	-8
CCc1ccc(NC(=O)CCC(=O)Nc2nnc(C(C)C)s2)cc1	-8	-2	19	-1	5	-2	-3	3
Nc1nnc(SCC(=O)Nc2cccc3ccccc23)s1	-2	-12	-1	-1	-7	11	3	14
COc1ccccc1CN1CCC(CNS(=O)(=O)c2cc(-c3onc(C)c3C)ccc2OC)CC1	8	2	12	1	5	2	1	6
COC(=O)C1=C(C)NC2=C(C(=O)CC(C)(C)C2)C1c1ccsc1 (stereo not drawn)	-3	-10	-402	-21	0	16	5	-10
COc1ccc(S(=O)(=O)n2cccc2)cc1	-3	-15	19	1	-2	-8	-11	9
Cc1cc(-c2nn(-c3ccccc3F)cc2CN(C)CC(O)CO)c(C)s1 (stereo not drawn)	1	-9	16	7	-4	-9	4	-7
CCCCNC1=CC(=O)C(=O)c2ccccc21	19	93*	85*	1	86*	96*	81*	51
CS(=O)(=O)Oc1ccc2c(c1)O/C(=C\c1cccnc1)C2=O	2	-18	2	5	-1	-2	-3	-7
N#C/C(=C\c1ccc(O)c(O)c1)C(=O)Nc1cccc2ncccc12	8	-5	-327	-22	15	2	12	17
O=C(COCc1nc2ccccc2c(=O)[nH]1)NCC1CCCCC1	10	-16	12	0	-11	-9	-8	-16
CCCCCCCCCCCC(=O)NC(C(=O)OCC)C(O)c1cccc([N+](=O)[O-])c1 (stereo not drawn)	0	-11	16	0	-8	37	-5	30
COc1cc(OC)cc(C(=O)N2CCN(c3ccc(N4CCOCC4)nn3)CC2)c1	-4	-21	-435	-15	-8	-2	11	5
CC1=C(C(=O)OCc2ccccc2)C(c2ccc(Cl)cc2Cl)NC(=O)N1CCCCCC(=O)O (stereo not drawn)	0	-5	·	·	-4	19	-11	-5
NC(=O)c1ccccc1NC(=O)c1ccccc1S(=O)(=O)c1ccccc1[N+](=O)[O-]	-11	-13	28	2	-10	16	-2	14
Cc1ccc(OC(=O)CCC(=O)NC(C)c2ccccc2)cc1 (stereo not drawn)	12	-16	23	-2	-9	9	-6	-15

From PubChem BioAssay
